Screening results: PubChem, several laboratories
FadD28 binding: blocks FadD28 binding to the bisubstrate probe; fluorescence polarization; inhibition, % at 12.5 µM; 0.22% of 360,000 active; AID 588549; in the data active = inhibition above about 8.5%, passing the limit was not always enough; inconclusive = no clear call, values can overlap the other calls
BoNT-F LC inh: blocks Botulinum neurotoxin F light chain protease; inhibition, % at 10 µM; AID 588497; 0.22% of 360,000 active; Multiplex microsphere protease cleavage assay, flow cytometry; in the data active = inhibition above about 35%, passing the limit was not always enough; inconclusive = no clear call, values can overlap the other calls; also: plate controls were buffer without enzyme for full effect and enzyme alone for no effect
BoNT-A LC inh2: blocks Botulinum neurotoxin A light chain protease; multiplex microsphere protease substrate cleavage, flow cytometry; inhibition, % at 10 µM; 0.17% of 360,000 active; AID 588499; also: plate controls were buffer without enzyme for full effect and enzyme alone for no effect
Yp Topo-I inh: blocks Yersinia pestis topoisomerase I activity; 0.064% of 360,000 active; AID 504884; activity, % at 10 µM; Y. pestis Topo-I cleavage product accumulation, plate reader; in the data active = activity above about 50%, passing the limit was not always enough; inconclusive = no clear call, values can overlap the other calls; also: inactives centre near 2
PfHsp40 rescue: compounds rescuing yeast from Plasmodium falciparum HSP40 toxicity | S. cerevisiae expressing PfHsp40, growth rescue, ATP luminescence | growth rescue, % at 12.5 µM | 0.68% of 340,000 active; in the data active = growth rescue above about 28%, passing the limit was not always enough; inconclusive = no clear call, values can overlap the other calls;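 also: yeast W303a lacking pdr1 and pdr3 grown in galactose medium; growth measured after three days at 30 °C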
CCHFV vOTU inh: blocks the CCHF virus ovarian tumor domain protease | CCHFV vOTU protease, Pep-AMC fluorescence | inhibition, % at 11.5 µM | 0.55% of 370,000 active | AID 651958; in the data active = inhibition above about 30%; also: 0% = vehicle wells with enzyme and 100% = no enzyme wells
TcdB GH inh: TcdB glycohydrolase inhibition; P18177; TcdB glycohydrolase enzymatic assay, plate reader; inhibition, % at 9.99 µM; 0.24% of 350,000 active; AID 652162; in the data active = inhibition above about 10%
Anthrax LF prot: inhibitors of Bacillus anthracis lethal factor protease; P15917; AID 588501; multiplex microsphere protease cleavage assay, LF; 0.12% of 360,000 active; inhibition, % at 10 µM; also: plate controls were buffer without enzyme for full effect and enzyme alone for no effect
Target sequence (P15917 whole entry, looked up): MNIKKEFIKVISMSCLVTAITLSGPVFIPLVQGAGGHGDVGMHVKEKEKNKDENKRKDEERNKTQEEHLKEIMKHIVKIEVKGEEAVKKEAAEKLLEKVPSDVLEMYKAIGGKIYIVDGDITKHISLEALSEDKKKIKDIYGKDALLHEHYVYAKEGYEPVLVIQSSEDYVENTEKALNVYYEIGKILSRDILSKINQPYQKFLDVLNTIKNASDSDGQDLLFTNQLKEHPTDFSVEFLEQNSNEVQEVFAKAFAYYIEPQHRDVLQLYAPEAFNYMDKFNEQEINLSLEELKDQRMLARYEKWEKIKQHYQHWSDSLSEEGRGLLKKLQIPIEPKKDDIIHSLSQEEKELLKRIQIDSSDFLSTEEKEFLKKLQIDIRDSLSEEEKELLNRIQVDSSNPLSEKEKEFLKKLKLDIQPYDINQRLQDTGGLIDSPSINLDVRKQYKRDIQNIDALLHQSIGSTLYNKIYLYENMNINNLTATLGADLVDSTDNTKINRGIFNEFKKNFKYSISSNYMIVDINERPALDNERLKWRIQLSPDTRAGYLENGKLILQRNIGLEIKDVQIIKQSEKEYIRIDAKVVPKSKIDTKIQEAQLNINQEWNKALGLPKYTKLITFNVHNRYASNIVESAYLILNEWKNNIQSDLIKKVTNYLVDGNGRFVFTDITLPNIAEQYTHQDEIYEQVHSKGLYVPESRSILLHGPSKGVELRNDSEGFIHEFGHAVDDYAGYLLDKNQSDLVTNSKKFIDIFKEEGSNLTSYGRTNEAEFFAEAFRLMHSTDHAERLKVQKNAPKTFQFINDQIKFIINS
PrPC surface inh: cell surface PrPC inhibition, primary TR-FRET screen; TR-FRET read-out; 0.43% of 370,000 active; inhibition, % at 13.8 µM; in the data active = inhibition above about 24%; also: 0% = median of the test wells and 100% = reference compound wells
* marks the source's active call; other numbers are inactive results; ? = inconclusive; . = no result given. Rule as the data show it, unless noted: active = inhibition above about 30%; inconclusive = no clear call, values can overlap the other calls; inactive = below that.

No.	molecule	FadD28 binding	BoNT-F LC inh	BoNT-A LC inh2	Yp Topo-I inh	PfHsp40 rescue	CCHFV vOTU inh	TcdB GH inh	Anthrax LF prot	PrPC surface inh
1	COc1ccc(S(=O)(=O)NC(CC(=O)NCc2ccccc2OC)c2ccco2)cc1 (stereo not given)	-2.3	-6	1.0	-7	0.1	4	.	3	6
2	COc1ccccc1-c1cc(C(=O)N2CCCC2)no1	-3.7	8	1.9	-6	-1.6	20	-3.1	2	-8
3	N/C(=N\NS(=O)(=O)c1cc(C(F)(F)F)cc(C(F)(F)F)c1)c1ccccn1	-3.3	-4	-0.3	-12	4.8	29	0.9	-6	-6
4	Cc1ccc(C2CC(c3ccc(Cl)cc3)=NNC2=O)cc1 (stereo not given)	-3.6	4	0.3	34	4.5	12	.	2	-1
5	N/C(Cn1cncn1)=N\NC(=O)C(=O)Nc1ccc(Cl)cc1Cl	1.0	4	-0.7	5	-1.9	5	-0.2	6	8
6	CC(=O)O[C@@H]1C[C@H]2C(C)=C[C@H]3OC(=O)[C@@H](C)[C@H]3C[C@H]2[C@]1(C)O	-0.2	-4	0.2	7	-1.6	-1	0.7	1	-5
7	O=C(c1ccccc1)c1c2c(cc3sc4ccccc4[n+]13)-c1cccc3cccc-2c13	4.3	-16	73*	-42	119*	3	.	2	-6
8	Cn1c(=O)c2c(nc(CN3CCN(C(=O)c4ccco4)CC3)n2CCCO)n(C)c1=O	-3.7	-2	-1.5	-3	-0.7	2	-0.6	2	2
9	CCN(C(=O)C(C)OC(=O)C1C(C(=O)OC)=C(C)NC(C)=C1C(=O)OC)c1ccccc1 (stereo not given)	-2.1	-2	-0.5	11	-1.0	2	0.5	-4	-4
10	CCc1ccc(N(C(=O)c2ccco2)C(C(=O)NC2CCCC2)c2cccnc2)cc1 (stereo not given)	0.1	-14	-5.9	6	1.1	8	-0.1	-2	-2
11	O=C(COC(=O)c1n[nH]c2ccccc12)Nc1ccccc1	-0.3	-2	-0.6	14	-1.0	-12	1.4	-6	0
12	N#C/C(=N\Nc1ccccc1)C(=N)N1CCCCC1	-2.6	-7	-0.3	-7	-1.0	23	.	-2	2
13	Cc1nn(-c2ccccc2)c(C)c1C(=O)OCC(O)=C(C#N)c1nc2ccccc2[nH]1	-4.7	-14	0.0	11	-1.8	-4	-0.8	1	-1
14	Cc1ccc(NC(=O)Cn2cccc2C2=NC(c3ccccc3)CO2)cc1C (stereo not given)	0.0	-4	-0.3	-7	-0.5	16	3.5	-7	6
15	O=Nc1c(O)[nH]c2c(F)cccc12	-4.6	1	-0.6	2	0.4	-1	3.0	0	-14
16	COc1ccc(/C=C2\SC(=S)NC2=O)cc1OS(=O)(=O)c1ccc(NC(C)=O)cc1	-27	-2	-0.2	-7	0.7	6	-0.2	0	-8
17	CCOC(=O)CN1C(=O)N[C@@H](c2ccco2)C(C(=O)OC)=C1C	-4.0	-2	-0.5	-8	-1.1	-5	1.4	3	0
18	Cc1ccc(C(C)C)cc1OCCN1CCCC1	-0.4	5	-0.1	8	0.3	3	-0.8	1	5
19	COC(=O)c1cn[nH]c1N	-6.3	-6	-0.2	0	-0.5	3	.	1	10
20	CCN(CC)S(=O)(=O)c1ccc(C)c(NC(=S)Nc2cccc(S(=O)(=O)N3CCCCCC3)c2)c1	-2.3	2	1.1	11	-1.0	-6	-0.1	-6	-4

The list goes on; the last four above are carried over.
No.	molecule	FadD28 binding	BoNT-F LC inh	BoNT-A LC inh2	Yp Topo-I inh	PfHsp40 rescue	CCHFV vOTU inh	TcdB GH inh	Anthrax LF prot	PrPC surface inh
17	CCOC(=O)CN1C(=O)N[C@@H](c2ccco2)C(C(=O)OC)=C1C	-4.0	-2	-0.5	-8	-1.1	-5	1.4	3	0
18	Cc1ccc(C(C)C)cc1OCCN1CCCC1	-0.4	5	-0.1	8	0.3	3	-0.8	1	5
19	COC(=O)c1cn[nH]c1N	-6.3	-6	-0.2	0	-0.5	3	.	1	10
20	CCN(CC)S(=O)(=O)c1ccc(C)c(NC(=S)Nc2cccc(S(=O)(=O)N3CCCCCC3)c2)c1	-2.3	2	1.1	11	-1.0	-6	-0.1	-6	-4
21	CCCCNC(=S)N1CCn2cccc2C1c1cccnc1 (stereo not given)	-0.2	2	0.2	2	-1.0	-6	1.3	-5	-6
22	Cc1cnc(C(=O)Nc2ccc(N3CCN(C(=O)OC(C)(C)C)CC3)cc2)cn1	-3.1	-13	0.3	-3	-0.7	1	.	0	4
23	Cc1ccc(OCC(=O)Nc2ccc(C)c(F)c2)c([N+](=O)[O-])n1	-0.6	9	3.5	-2	0.3	-6	1.7	6	-18
24	O=C(O)C(=O)/C(=C\c1ccc(Cl)cc1)c1ccc2ccccc2n1	-1.3	13	2.6	1	-1.3	12	0.6	3	-1
25	COc1ccc(CCNC(=O)C2CCN(Cc3nc(-c4ccccc4C)oc3C)CC2)cc1OC	-3.3	-4	-1.6	19	0.0	-4	.	-7	-6
26	Cc1nc(-c2cccc(NC(=O)c3cc4cc(Br)ccc4oc3=O)c2)cs1	0.0	2	0.6	10	1.0	0	.	-1	0
27	Cc1cc2c(cc1[N+](=O)[O-])NC(CNC(C)C)CC2 (stereo not given)	-2.5	2	-2.1	-5	0.5	-8	-0.3	-6	-5
28	COc1ccc(NC(=O)Nc2ccc(OC)c(OC)c2)c([N+](=O)[O-])c1	-4.3	2	-0.6	-2	-2.8	10	0.0	1	0
29	CC(Sc1nnc(-c2cccnc2)o1)C(=O)NC1CCCCC1 (stereo not given)	.	7	3.8	-7	0.5	-17	0.3	0	2
30	Cc1cc(=O)[nH]c(NN=Cc2cc(Br)ccc2O)n1	-3.0	4	-0.3	4	-0.6	1	-56	4	-4
31	CCOc1nc(NC2CCCC2)nc(N2CCC(C)CC2)n1	-3.9	22	-1.3	39	-0.3	15	-9.3	5	5
32	COc1ccc(NC(=S)NCCCN2CCOCC2)cc1	-0.2	3	0.4	1	-0.8	11	3.2	-5	-5
33	COC(=O)Cn1cc(/C=N/NC(=O)c2ccc(C#N)cc2F)c2ccccc21	0.8	-8	0.0	-3	2.1	-9	.	-3	-3
34	COc1cc(Cl)cc(/C=N/NC(N)=O)c1O	-1.0	6	1.4	10	0.1	-17	-4.4	1	-2
35	Cc1c(NC(=O)C2CCCN2S(=O)(=O)c2ccc(Cl)cc2)c(=O)n(-c2ccccc2)n1C (stereo not given)	-1.7	-9	0.4	-2	-0.8	4	.	-8	2
36	COc1ccc(N2C(=S)N(C(=O)c3ccccc3)C(=Nc3ccccc3)C2=Nc2ccccc2)cc1	-2.9	-17	-4.4	-7	1.0	3	.	-7	2
37	CC(C)NC(=O)C12CC3CC(C1)CC(C(=O)NC(C)C)(C3)C2	-4.0	-4	-0.4	2	-0.1	-7	0.8	0	9
38	C=CCN1C(=O)C(O)(CC(=O)c2ccc(Cl)cc2)c2ccccc21 (stereo not given)	-0.1	-2	-0.2	-10	1.0	.	.	7	.
39	O=C(c1nc[nH]c1C(=O)N1CCc2ccccc2C1)N1CCc2ccccc2C1	0.8	-7	-0.8	-6	-0.7	43*	-2.7	-6	5
40	COc1cccc(C(=O)COC(=O)CCCC(=O)NC2CCCCC2)c1	.	-6	2.0	9	0.3	-1	1.7	6	-6
41	COc1ccc(Cl)cc1N(CC(=O)N/N=C/c1ccc(OCC(N)=O)cc1)S(C)(=O)=O	-3.0	-2	-1.1	4	-0.3	-4	0.9	4	2
42	CCOc1ccc(CN2CCNC(=O)C2CC(=O)N(C)Cc2nonc2C)cc1 (stereo not given)	1.0	-2	4.6	-9	0.7	8	0.0	1	0
43	S=C1CCC(c2ccc(Cl)cc2)=NN1c1ccccc1	-0.9	17	-0.6	-5	-0.4	-2	-2.0	-13	5
44	Cc1ccc(NC(=O)C(NS(=O)(=O)c2cccc3nsnc23)C(C)C)nc1 (stereo not given)	1.9	3	-0.5	0	-0.2	3	-0.7	-4	-7
45	CN(C)S(=O)(=O)c1cccc(NC(=O)COC(=O)CCSc2ccc(Cl)cc2)c1	0.0	-6	0.4	2	0.7	-4	.	0	7
46	COc1ccc(C2=Nn3c(C)nnc3SC2)cc1	0.3	-4	0.4	-2	0.5	20	0.8	0	-8
47	COc1ccc(-n2cc(CNCCN3CCOC3=O)c(-c3ccccc3Cl)n2)cc1	-2.1	-10	-0.6	7	-1.4	-1	-1.0	-4	1
48	CCS(=O)(=O)c1ccc(O)c(NC(=O)Nc2cccc3ccccc23)c1	-5.9	?	4.7	6	0.2	-1	-0.3	7	-1
49	NS(=O)(=O)c1ccc(-c2ccc(C=O)o2)cc1	0.8	2	-0.9	2	0.6	-1	-0.1	-8	7
50	O=C(O)CCCN1C(=O)C2C3CCC(C3)C2C1=O (stereo not given)	-1.2	3	-0.1	-2	.	17	-7.2	0	7
51	COc1ccc(S(=O)(=O)N2CCOC23CCN(S(=O)(=O)c2ccccc2)CC3)cc1	-1.9	-2	0.4	16	0.6	3	-3.0	1	2
52	O=C(NCC(F)(F)F)Nc1ncccn1	-3.7	-12	-0.4	8	0.0	1	.	0	-2
53	O=C(CCCSc1ccc(Cl)cc1)Nc1cc(S(=O)(=O)N2CCOCC2)ccc1O	-1.0	-3	-0.3	10	-0.3	14	0.6	8	-2
54	O=C(Nc1cccnc1)c1ccc2nc(-c3ccccc3)c(-c3ccccc3)nc2c1	-6.2	-10	-3.1	5	0.6	-18	-0.2	-9	1
55	CCCCCOc1ccccc1C(=O)NCC(=O)O	0.2	-18	-0.9	2	-0.3	-7	.	-2	-3
56	C=CCOC(=O)C1=C[C@@H](c2csc3ccccc23)[C@H](CCCO)[C@@H](OCC)O1	-2.3	-3	-1.3	7	1.2	3	.	-15	5
57	COc1ccc(NC(=O)/C=C/c2ccccc2)cn1	-6.1	-11	0.5	-9	0.2	-3	.	-1	-4
58	COc1cc(NC(=O)CSc2nc(C)c(C)c(C)n2)cc(OC)c1	-0.9	0	-0.6	11	-0.9	-3	1.2	0	-2
59	Cc1ccc(C(=O)NCC(=O)OC(C)C(=O)Nc2ccc(N(C)C)cc2)s1 (stereo not given)	0.6	-1	-0.6	-8	1.6	-7	-0.8	-6	1
60	CC1CCN(S(=O)(=O)c2ccc3c(ccn3CCC(=O)NC(C)C)c2)CC1	-1.2	0	-1.1	0	-0.5	7	-0.6	-6	-8
61	O/N=C(/CN(O)/C=C1/C=CC=N1)c1cccs1	-2.2	13	0.1	-5	-0.7	4	.	0	1
